Compound activity (PubChem)
IL-1B inflam inh: blocks inflammasome-driven IL-1 beta release. 4.7% of 360,000 active. activity change, % at 57.5 µM. AID 743279. THP-1 LPS/ATP IL-1B secretion, AlphaLISA, 16 h; hits give low values; in the data active means activity change below about -50%; inconclusive means mostly about -30% to -49%; further: on the % scale 0 is the no-effect control and ±100 the full control effect
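THP-1 cells pretreated 1 hr with compounds (up to 57.5 uM final), then stimulated with LPS (250 ng/mL final) plus ATP (1.25 mM final); secreted IL-1B measured by AlphaLISA after 16 hr, decreased signal indicating inhibition.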
KB-3-1 tox: kills parental KB-3-1 adenocarcinoma cells. KB-3-1 viability, CellTiter-Glo ATP luminescence, 72 h. Potency, µM (doses to about 46.1 µM), inactives show at the highest dose activity change, negative = cytotoxic, most hits filed as cytotoxic. 1.4% of 400,000 active; further: potency means the concentration at half of the fitted maximal effect; on the % scale 0 is the no-effect control and ±100 the full control effect; nearly all actives have a fitted effect of over 60% in size
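Luminescent ATP read-out (CellTiter-Glo) measures survival of drug-naive KB-3-1 cells after 72 h compound exposure at 37 °C. Titration series was screened from lowest to highest concentration, with DMSO vehicle plates as background controls.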
ATXN2 expr inh: ATXN2 expression inhibition. HEK-293 ATXN2-luciferase reporter, luminescence, 24 h. Potency, µM (top dose mostly 57 µM), without a hit: at the highest dose activity change, negative = inhibition, actives largely listed as inhibitors. 0.72% of 360,000 active; further: potency means the concentration at half of the fitted maximal effect; on the % scale 0 is the no-effect control and ±100 the full control effect; nearly all actives have a fitted effect of over 55% in size
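ATXN2-luciferase reporter cells (luciferase flanked by upstream and downstream ATXN2 gene portions) were treated 24 h at 37 °C with compounds at up to 57 uM. SteadyGlo luminescence gave expression; GF-AFC fluorescence gave viability.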
SW480 rerep: induces DNA re-replication in SW480 colon adenocarcinoma cells; 1.8% of 340,000 active; Potency, µM (doses to about 46.1 µM), inactives show top-dose re-replication activation, actives largely listed as activators; AID 624297; SW480 DNA re-replication, Hoechst DNA content imaging, 48 h; further: potency means the concentration at half of the fitted maximal effect; % of control where 0% means no effect; nearly all actives have a fitted effect of over 55% in size
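Cells (250 per well) received 23 nL compound or DMSO by pin tool and were kept 48 hr at 37 C, 5% CO2. Nuclei were then stained with Hoechst for 40 min and scanned for DNA content.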
HT1080NT lethal: kills 2HG-producing HT-1080-NT fibrosarcoma cells; HT-1080-NT fibrosarcoma viability, CellTiter-Glo ATP luminescence, 48 h; Potency, µM (titrated, usually from 46.1 µM), for inactives: at the highest dose activity, negative = less viability, actives largely listed as cytotoxic; 1.6% of 360,000 active;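 further: NT is the 2HG producing partner of a matched IDH1 knockdown line; potency means the concentration at half of the fitted maximal effect; 0% = DMSO-treated cells and -100% = media-only wells without cells; nearly all actives have a fitted effect of over 55% in size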
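750 cells/well, RPMI + 5% FBS; 2 h settle, compound pin-transfer, 48 h at 37 degrees C. CellTiter-Glo 10 min RT, luminescence. Normalized to DMSO and media-only wells.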
S2 tox: reduces viability in counter-screen for ATXN expression inhibitors | S2 cells (HEK-293 line with an ATXN2-luciferase reporter) viability, CellTiter-Fluor protease fluorescence, 24 h | Potency, µM (top dose mostly 56.7 µM), most hits filed as cytotoxic | 0.49% of 400,000 active; further: potency means the concentration at half of the fitted maximal effect; nearly all actives have a fitted effect of over 40% in size
MCF10A rereplic: DNA re-replication induction in MCF 10a cells. Potency, µM (doses to about 46.1 µM), for the others: at the top dose activity, positive = re-replication, usual class: activators. 2.9% of 350,000 active. MCF 10A DNA re-replication, Hoechst nuclear intensity, 48 h; further: potency means the concentration at half of the fitted maximal effect; % of control where 0% means no effect; nearly all actives have a fitted effect of over 50% in size
HT1080 IDH1KD tx: toxicity to HT-1080 IDH1 knockdown cells (counter line) | HT-1080 IDH1 knockdown viability, ATP luminescence, 48 h | Potency, µM (doses to about 46.1 µM), without a hit: at the highest dose activity, negative = toxicity, most hits filed as cytotoxic | 2% of 360,000 active | AID 686971;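 further: potency means the concentration at half of the fitted maximal effect; 0% = DMSO wells and -100% = cell-free medium wells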
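In this qHTS, HT-1080 cells depleted of IDH1 are exposed for 48 h at 37 °C to compound titrations. Toxicity is scored from CellTiter-Glo luminescence, with DMSO as full viability and medium alone as none.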
KB-V1 cytotox: kills drug-selected multidrug resistant KB-V1 cells; KB-V1 MDR cells viability, CellTiter-Glo, 72 h; Potency, µM (top dose mostly 46.1 µM), without a hit: top-dose activity change, negative = cytotoxicity, most hits filed as cytotoxic; 3.4% of 400,000 active; further: potency means the concentration at half of the fitted maximal effect; on the % scale 0 is the no-effect control and ±100 the full control effect; nearly all actives have a fitted effect of over 60% in size
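Luminescent ATP read-out (CellTiter-Glo, 10 min) measures survival of drug-selected KB-V1 MDR cells after 72 h, 37 degrees C compound exposure. Medium: phenol-red-free DMEM, 10% FBS. Values from fitted concentration-response curves.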
An asterisk follows results filed as active; i = inactive; ? = inconclusive; nt = no result given; [ ] = another dose, or the depositor's remark. Unless noted, the call rests on the fitted dose curve; in most records, active means well fitted curve in the direction sought with a large enough effect; inconclusive means small, poorly fitted or top-dose-only effect, or another doubt; inactive means no such curve, though single readings can be large; an effect the other way counts as inactive or inconclusive.

Results follow in this order: IL-1B inflam inh	KB-3-1 tox	ATXN2 expr inh	SW480 rerep	HT1080NT lethal	S2 tox	MCF10A rereplic	HT1080 IDH1KD tx	KB-V1 cytotox
> O=C1CN(c2nc(-c3ccccc3)c3ccccc3n2)c2ccccc2N1
    -4	-3%	-19%	?	-17%	i	8%	-17%	-3%
> CCC(=O)Nc1cc(Cl)ccc1N1CCN(C(=O)CC)CC1
    -11	-1%	-10%	-3%	-2%	i	2%	0%	1%
> Cc1cc(C)cc(NC(=O)NC2CCN(CC(=O)Nc3cccc(Cl)c3C)CC2)c1
    5	1%	-2%	-94%[inhibitor]	9%	i	3%	-1%	-9%
> COC(=O)c1c(NC(=O)c2ccccc2)sc2c1CC(C)(C)NC2(C)C
    -3	0%	-11%	0%	-3%	i	1%	0%	5%
> CN(C)S(=O)(=O)N1CCc2ccccc21
    40	2%	-6%	-2%	2%	i	-2%	-1%	3%
> O=C(Nc1ccccc1C(=O)O)c1cc(S(=O)(=O)N2CCOCC2)cs1
    8	10%	2%	-4%	6%	i	0%	12%	0%
> COc1cc(C(=O)N2CCN(C/C=C/c3ccccc3)CC2)cc(OC)c1C
    -22	12%	0%	-7%	-14%	i	-3%	-5%	?
> CCN(CC)C(=O)CN(c1cc2c(cc1OC)oc1ccccc12)S(=O)(=O)c1ccccc1
    -12	?	4%	3%	-14%	i	4%	-11%	?
> COc1ccccc1C(=O)Nc1ccc2c(c1)CN(Cc1cnc(C)s1)CC2
    -20	-1%	-20%	1%	-1%	i	13%	0%	?
> CCOC(=O)C1=CCC(c2ccccc2C)N(S(=O)(=O)c2ccc(C)cc2)C1 (stereo not given)
    52	-5%	-13%	nt	?	i	nt	?	?

Only KB-V1 cytotox and S2 tox, for some of the entries so far:
Structure	KB-V1 cytotox	S2 tox
O=C(Nc1ccccc1C(=O)O)c1cc(S(=O)(=O)N2CCOCC2)cs1	0%	i
CN(C)S(=O)(=O)N1CCc2ccccc21	3%	i

The listing continues.
Results follow in this order: IL-1B inflam inh	KB-3-1 tox	ATXN2 expr inh	SW480 rerep	HT1080NT lethal	S2 tox	MCF10A rereplic	HT1080 IDH1KD tx	KB-V1 cytotox
> O=C(CSCCO)Nc1nccs1
    15	-5%	5%	1%	5%	i	1%	10%	?
> O=C1N/C(=N/N=C/c2ccc(F)cc2)SC1c1ccccc1 (stereo not given)
    14	-9%	3%	2%	11%	i	?	1%	0%
> CCN1CCN(C(c2cccs2)C(C)NS(=O)(=O)c2ccc(F)cc2)CC1 (stereo not given)
    2	0%	7%	-1%	-10%	i	8%	-1%	-2%
> C=C(C)C(C)(C#CCN1CCCC1)OC(C)=O (stereo not given)
    -2	1%	-10%	3%	3%	i	2%	-10%	5%
> CCS(=O)(=O)c1ncc(Cl)c(C(=O)Nc2c(C(=O)c3ccc(C)cc3)oc3ccccc23)n1
    nt	-7%	12%	nt	nt	i	nt	nt	8%
> COc1ccc(N=C(c2ccccc2)c2c(C)[nH]n(-c3ccccc3)c2=O)c(OC)c1
    ?	-3%	-9%	-4%	1%	i	14%	-11%	?
> COc1ccc(-c2nnc(SCC(=O)N3CCCC3)o2)cc1OC
    10	-3%	2%	-2%	-1%	i	1%	0%	-4%
> CCOC(=O)c1c(C)nc(C)c(C(=O)OCC)c1-c1ccccc1
    32	0%	-14%	-13%	5%	i	0%	-13%	-8%
> Cc1ccc(C(=O)NC2CCN(C(=O)NC3CCCCC3)CC2)cc1
    2	-5%	-2%	-3%	22%	i	-1%	3%	-8%
> C=CCC(NC(=O)N(C)C)(C(C)=O)C(=O)OC (stereo not given)
    7	5%	nt	nt	10%	nt	nt	-9%	-4%
> O=C(OCC(=O)N(CCc1ccccc1)Cc1ccccc1)c1ccc(F)c(S(=O)(=O)N2CCOCC2)c1
    15	-19%	nt	-7%	-7%	i	6%	-11%	-14%
> Cc1ccc(/C=N/NC(=O)c2nnn(-c3nonc3N)c2CN(C)C)o1
    -6	5%	8%	0%	8%	i	1%	10%	-1%
> CCOc1ccccc1NC(=O)CCS(=O)(=O)c1ccc2c(c1)CC(C)N2C(C)=O (stereo not given)
    1	4%	nt	-2%	-3%	i	-5%	0%	0%
> Cc1ccc(NC(=O)c2ccco2)c(NC(=O)c2ccc(Cl)cc2)c1
    0	0%	-30%	8%	-10%	i	?	-10%	?
> O=C(CSc1cn(CCNC(=O)c2c(F)cccc2F)c2ccccc12)Nc1ccc2c(c1)OCCO2
    nt	1%	-5%	nt	nt	i	nt	nt	11%
> CSCC(O)Cn1[nH]c(=O)c2cc(Cl)c(Cl)cc2c1=O (stereo not given)
    28	0%	-11%	-9%	10%	i	0%	14%	19%
> O=C(c1cc2c(=O)n3ccccc3nc2s1)N1CCN(c2cccc(Cl)c2)CC1
    -12	1%	-14%	?	0%	i	199%	-2%	-5%
> CCOC(=O)N1CCN(C(=O)C2CCCN(S(=O)(=O)c3ccccc3)C2)CC1 (stereo not given)
    15	3%	10%	-14%	11%	i	4%	5%	?
> O=C(CSc1nnc(-c2ccccc2Cl)n1Cc1ccco1)Nc1ccc2c(c1)OCCO2
    -16	1%	5%	15%	-5%	?	5%	-4%	-20%
> C[C@@H]1CCCCO[C@H](CN(C)Cc2ccc(C(=O)O)cc2)[C@@H](C)CN([C@H](C)CO)C(=O)c2cc(N(C)C)ccc2O1
    -6	0%	3%	nt	1%	i	nt	0%	-18%
> CCC(C)NC(=O)c1sc2ncccc2c1-n1c(C)ccc1C (stereo not given)
    nt	?	-11%	nt	nt	i	nt	nt	-7%
> O=C(COC(=O)CC1c2ccccc2CCN1S(=O)(=O)c1ccccc1)Nc1ccccc1 (stereo not given)
    0	8%	4%	nt	-2%	i	3%	-1%	?
> O=S(=O)(/N=C(/Nc1cccc2ccccc12)c1ccc(F)cc1)c1ccccc1
    -19	-5%	11%	5%	-18%	i	8%	-8%	-16%
> CCOc1ccc(Nc2nc(N)c([N+](=O)[O-])c(N3CCOCC3)n2)cc1
    -13	14%	7%	-5%	-1%	i	-14%	-28%	-22%
> Cc1ccc(C(C(=O)NCC2CCCO2)N(C(=O)c2snc(C(N)=O)c2N)c2ccc3c(c2)OCCO3)cc1 (stereo not given)
    -24	2%	-9%	17%	-2%	i	?	-7%	0%
> O=C(CSc1nc2ccccc2c(=O)n1CCCN1CCOCC1)Nc1ccc2c(c1)OCO2
    ?	8%	-10%[11.3 µM]	16%	-11%	i	-2%	-9%	-15%
> O=C(c1ccc(F)cc1)N1CCCC(c2nc(-c3cccs3)no2)C1 (stereo not given)
    -8	-17%	nt	12%	0%	i	2%	-5%	?
> COc1ccc(C2CCc3cc(OC)c(OC)cc3C2NC=O)cc1OC (stereo not given)
    9	13%	nt	nt	-5%	i	nt	6%	-18%
> O=C(Nc1ccc2c(c1)OCO2)N1CCN(c2ncc(C(F)(F)F)cc2Cl)CC1
    -61*	2%	-18%	?	-25%	i	19%	-18%	0%
> O=C1CCCN1CCCNCC(O)c1ccccc1 (stereo not given)
    12	12%	-9%	2%	6%	i	0%	9%	11%
> COC(=O)c1ccccc1N=NNc1ccc([N+](=O)[O-])cc1
    -18	23%	nt	nt	15%	?	nt	5%	8%
> COc1ccccc1NC(=O)C(=O)NCC(c1ccco1)N1CCc2ccccc2C1 (stereo not given)
    8	-2%	-4%	19%	13%	i	9%	1%	-15%
> O=C(Nc1ccccc1F)C(=O)c1cn(CC(=O)N2CCCCC2)c2ccccc12
    10	-1%	nt	-6%	1%	i	-8%	3%	?
> Cc1nc(NC(=O)c2ccc(F)cc2)nc2cc3c(cc12)OCO3
    20	-4%	23%	-11%	-5%	i	1%	8%	0%
> O=C(COC(=O)[C@@H]1CCCN1C(=O)c1cccs1)Nc1cccc(Cl)c1
    0	18%	6%	7%	0%	i	5%	7%	13%
> C=CCCO[C@@H]1O[C@@H](C)[C@H](O)C[C@H]1O
    0	-1%	0%	-6%	6%	i	-2%	10%	0%
> CCCc1nc2sc3ccccc3c(=O)c2c(=O)n1Cc1ccc(OC)cc1
    40	?	-22%	-11%	-17%	?	0%	-6%	-12%
> O=C(C1CCCO1)N1CCN(C(=S)Nc2cc(F)cc(F)c2)CC1 (stereo not given)
    -19	-19%	-6%	-5%	4%	i	3%	-2%	3%
> Cc1ccc(SCC(=O)Nc2cccc(C(=O)NC(C)(C)C)c2)cc1
    -5	-2%	9%	-2%	-5%	i	-1%	-6%	-28%
> Nc1ccccc1C(=O)N/N=C1\C2CN3CCN(C2)CC1(c1ccccc1)C3
    7	9%	15%	3%	-2%	i	20%	11%	?
> C=C(C)CNC(=S)N/N=C1\CCCCc2ccccc21
    26	-28%	?	1%	-20%	i	14%	-13%	-29%
> CNc1nc(-c2c(C)[nH]c3ccc(OC)cc23)cs1
    -5	-4%	3%	-2%	-11%	i	12%	13%	-2%
> CCOc1ccc2sc(NS(=O)(=O)c3ccc(OC)c(OC)c3)nc2c1
    21	14%	6%	0%	-5%	i	4%	3%	8%
> S=C(Nc1ccc(Cl)cc1)Nc1ccc2cn[nH]c2c1
    -13	-1%	-15%	?	5%	i	0%	0%	?
> COc1cccc(NC(=O)C(=O)NCc2ccncc2)c1
    -4	4%	60%[activator]	0%	4%	i	0%	0%	3%
> CCOC(=O)CNC(=O)c1cc2c(=O)n3cccc(C)c3nc2s1
    nt	-1%	3%	nt	nt	i	nt	nt	-6%
> S=C1NC(c2ccccc2)=NCN1c1ccccc1
    12	3%	-13%	-2%	22%	?	2%	8%	5%
> CC1CCCCC1NC(=O)COC(=O)Cc1ccc(Cl)cc1 (stereo not given)
    11	4%	0%	-13%	10%	i	-5%	13%	22%
